Menin-MLL TR inh – displaces Texas Red mutant MLL peptide from human menin; 0.23% of 270,000 active; AID 1768; Potency, µM (highest dose often 61.6 µM), for inactives: top-dose FP activity change, negative = inhibition, most hits filed as inhibitors; Menin + Texas Red MLL mutant peptide, fluorescence polarization; active = well fitted inhibition curve with a large enough effect in the polarisation, with a control signal flat, not every such curve was filed as active; inconclusive = small, poorly fitted or top-dose-only effect, or effect the other way, or a change in a side signal; inactive = no such curve, though single readings can be large or run the other way; the % refers to the polarisation; note: potency is the fitted concentration of half-maximal effect; % of control where 0% means no effect; many of its hits are not listed in these tables
A-T KAP1 phos – potential ataxia-telangiectasia treatment | […] A-T fibroblasts, KAP-1 phosphorylation AlphaLISA; neocarzinostatin DNA damage 30 min before lysis | Potency, µM (highest dose often 57.5 µM), for inactives: at the highest dose activation, hits mostly activators | 0.19% of 320,000 active | AID 485349; note: potency is the fitted concentration of half-maximal effect; % of control where 0% means no effect; nearly all actives have a fitted effect of over 45% in size
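ATM-like activity read as KAP-1 phosphorylation via AlphaLISA donor/acceptor antibody pairs after lysis and 6 hr at 25C. Cells were ATM-null patient fibroblasts ([…], hTERT), dosed 60 min, then exposed to the DSB inducer NCS for 30 min.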
TCR act – activators of T cell receptors. primary human leukocytes, anti-CD3, IL-2 HTRF, 48 h. AID 504894. 330,000 tested, under 10 active. Potency, µM (top dose mostly 9.22 µM), inactives show top-dose activation of IL-2 secretion, usual class: activators; note: % of control where 0% means no effect
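TCR engagement came from a-CD3 beads alone, with compounds added to primary human leukocytes for 48 hr. Secreted IL-2 bridged europium cryptate- and d2-labelled anti-IL-2 antibodies, giving FRET emission at 665nm after 320nm excitation.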
MLL CXXC-DNA inh – inhibitors of human MLL CXXC domain-DNA interaction | Q03164 | MLL-CXXC / FITC-HOXA9 DNA fluorescence polarization | Potency, µM (top dose mostly 115 µM), for the others: at the top dose activity change, negative = inhibition, most hits filed as inhibitors | 0.037% of 290,000 active | AID 2662; active = well fitted inhibition curve with a large enough effect in the polarisation, with a control signal flat, not every such curve was filed as active; inconclusive = small, poorly fitted or top-dose-only effect, or effect the other way, or a change in a side signal; inactive = no such curve, though single readings can be large or run the other way; the % refers to the polarisation; note: potency is the fitted concentration of half-maximal effect
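Purified MLL-CXXC (added from a 7 uM solution) was preincubated 5 min at ambient with pinned compounds in 50 mM Tris-HCl pH 7.5, 50 mM NaCl, 1 mM DTT, 0.05% BSA. Fluorescein-labeled HOX-A9 DNA (50 nM solution) followed, 30 min, then polarization read.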
Mito fusion act – inhibitors of mitochondrial division or activators of mitochondrial fusion; Potency, µM (highest dose often 46.1 µM), inactives show at the highest dose growth rescue (activation), usual class: activators; AID 485298; S. cerevisiae fusion-defective mutant growth rescue, CellTiterGlo 48 h; 0.23% of 320,000 active;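 note: potency is the fitted concentration of half-maximal effect; % of control where 0% means no effect; nearly all actives have a fitted effect of over 45% in size; temperature-sensitive fusion mutants such as fzo1-1 at 37 °C on non-fermentable ethanol glycerol medium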
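Read-out: ATP-based luminescence (CellTiterGlo, 10 min ambient) reporting growth of fusion-defective ts yeast after 48 hours at 37C on glycerol/ethanol YPEG medium in the presence of compound.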
a7 integrin act – integrin-mediated muscular dystrophy alleviation activation; alpha7betagal myoblasts, beta-gal FDG fluorescence, 48 h; Potency, µM (titrated, usually from 38.3 µM), without a hit: top-dose activation, hits mostly activators; 0.064% of 350,000 active; AID 624291;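 note: potency is the fitted concentration of half-maximal effect; 100% = response of the positive control SU9516; nearly all actives have a fitted effect of over 60% in size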
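alpha7betagal+/- myoblasts (passage 13, 250/well) treated 48 h at 37C with compounds at 1:260 dilution of DMSO stock. Lysed, then beta-galactosidase activity read as FDG fluorescence (ex 480/em 540) after 30 min, with pre-read for autofluorescence.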
TSHR antag – human thyrotropin receptor antagonism; P16473; TSHR-expressing cells, TSH-stimulated cAMP HTRF, 2 h; active compounds read low; activity change, negative = inhibition, % at 11.5 µM; 0.2% of 330,000 active; AID 504810;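 active = activity change below a set negative limit, meaning inhibition stronger than a set level, cut at about -70% in these data; inconclusive = activity change between two set negative limits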; note: % is set by controls: 0 for no effect and ±100 for the full control effect
Target sequence (P16473 whole entry, looked up): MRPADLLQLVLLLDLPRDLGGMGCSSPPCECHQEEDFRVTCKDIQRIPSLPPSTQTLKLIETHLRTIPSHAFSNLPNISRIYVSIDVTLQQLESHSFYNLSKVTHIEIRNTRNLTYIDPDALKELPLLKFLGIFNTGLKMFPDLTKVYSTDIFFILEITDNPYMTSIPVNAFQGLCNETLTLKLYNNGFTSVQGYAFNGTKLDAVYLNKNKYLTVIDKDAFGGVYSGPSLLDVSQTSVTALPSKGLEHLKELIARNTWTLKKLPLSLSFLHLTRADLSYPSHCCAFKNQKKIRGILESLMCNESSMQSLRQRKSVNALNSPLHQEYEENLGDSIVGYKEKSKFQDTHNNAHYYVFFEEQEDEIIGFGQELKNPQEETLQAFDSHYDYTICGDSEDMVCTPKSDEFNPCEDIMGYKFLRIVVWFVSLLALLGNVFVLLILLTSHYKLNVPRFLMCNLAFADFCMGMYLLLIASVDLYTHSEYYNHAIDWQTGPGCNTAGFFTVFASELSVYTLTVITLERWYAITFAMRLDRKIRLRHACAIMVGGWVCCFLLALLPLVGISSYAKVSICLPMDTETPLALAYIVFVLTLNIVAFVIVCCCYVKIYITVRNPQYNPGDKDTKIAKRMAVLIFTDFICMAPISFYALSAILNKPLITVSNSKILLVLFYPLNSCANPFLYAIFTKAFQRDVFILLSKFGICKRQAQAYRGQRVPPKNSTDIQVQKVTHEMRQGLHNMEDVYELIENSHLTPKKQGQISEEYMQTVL
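Inhibition of cAMP made by TSHR-expressing cells under TSH stimulation (4nM final, EC80; 2 h, 37 deg C) is quantified with a one-step lysis HTRF kit, anti-cAMP cryptate versus cAMP-d2.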
PTAP TSG101 blk – blocks PTAP/TSG101 interaction to inhibit HIV-1 budding; Fluorescence polarization, FITC-PTAP peptide / Tsg101 binding; 340,000 tested, under 10 active; Potency, µM (titrated, usually from 115 µM), for inactives: at the top dose activity change, negative = inhibition, usual class: inhibitors; active = well fitted inhibition curve with a large enough effect in the main read-out, with a control signal flat, not every such curve was filed as active; inconclusive = small, poorly fitted or top-dose-only effect, or effect the other way, or a change in a side signal; inactive = no such curve, though single readings can be large or run the other way; note: potency is the fitted concentration of half-maximal effect; % of control where 0% means no effect
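Steps: Tsg101 binding domain dispensed (10 uM final), compounds pinned in DMSO, FITC-labeled PTAP-motif peptide added (50 nM final); after 20 min binding at room temperature, polarization measured.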
S-ASM inh – inhibitors of human secretory acid sphingomyelinase | P17405 | placental ASM, HMU-PC fluorogenic substrate, 60 min | Potency, µM (highest dose often 57.5 µM), for the others: at the top dose activity change, negative = inhibition, actives largely listed as inhibitors | 0.006% of 340,000 active | AID 504937; note: potency is the fitted concentration of half-maximal effect
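qHTS format. ASM enzyme prepared from human placenta hydrolyses the fluorogenic substrate HMU-PC0 (9 uM final) over 60 min at 37 °C after a 10 min compound preincubation.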
MBNL1 CUG block – blocks human MBNL1 binding to CUG repeat RNA; AID 2675; Q9NR56; TR-FRET MBNL1-His/biotin-(CUG)12 binding, 665/545 ratio; Potency, µM (highest dose often 57.5 µM), for inactives: at the highest dose activity change, negative = inhibition, actives largely listed as inhibitors; 0.036% of 280,000 active; active = well fitted inhibition curve with a large enough effect in the signal ratio, with a control signal flat, not every such curve was filed as active; inconclusive = small, poorly fitted or top-dose-only effect, or effect the other way, or a change in a side signal; inactive = no such curve, though single readings can be large or run the other way; the % refers to the signal ratio; note: potency is the fitted concentration of half-maximal effect; % is set by controls: 0 for no effect and ±100 for the full control effect
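His-tagged MBNL1 binding to biotinylated (CUG)12 RNA was measured by TR-FRET using terbium anti-His antibody (0.055 ng/ul final) and streptavidin-XL665 (5 nM final). Compounds were titrated 92 nM to 58 uM; 60 min at room temperature.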
Active calls of the source: *; ? = inconclusive; . = no result given; & = joins results of further samples; [ ] = another dose, or the depositor's remark. Unless noted, calls come from the whole dose curve; as a rule, active = well fitted curve in the direction sought with a large enough effect; inconclusive = small, poorly fitted or top-dose-only effect, or another doubt; inactive = no such curve, though single readings can be large; an effect the other way counts as inactive or inconclusive. Some of the compounds tested (hit frequency here may not be typical).

1	CN(CCNC(=O)c1cc2c(=O)n(C)c3ccccc3c2n1C)Cc1ccccc1
2	O=C(O)CC(C(=O)O)c1cn(Cc2ccccc2)c2ccccc12 (configuration not stated)
3	Cc1cccc(N2CC(C(=O)Nc3nnc(SCCC4OCCO4)s3)CC2=O)c1 (configuration not stated)
4	COc1ccc(NC(=O)CSc2nc3nc(C)cc(C)n3n2)cc1
5	Cc1ccc(-c2ccc(=O)n(CCC(=O)N3CCN(c4ccccc4)CC3)n2)cc1
6	C=CCNC(=O)CSc1nc2ccccc2c(=O)n1CCc1ccc(OC)c(OC)c1

assay / entry	1	2	3	4	5	6
Menin-MLL TR inh	-13.4%	17.1%	?	.	?	?
A-T KAP1 phos	?	10.5%	3.0%	4.3%	5.1%	2.6%
TCR act	7.8%	0.1%	2.5%	2.5%	-2.4%	5.4%
MLL CXXC-DNA inh	-1.4%	-14.4%	?	2.3%	13.2%	-0.2%
Mito fusion act	1.8%	1.9%	-1.9%	0.2%&-3.4%	-40.1%[inhibitor]	-1.8%
a7 integrin act	-22.6%	9.2%	4.8%	-1.7%	-8.5%	-1.4%
TSHR antag	13.7	-15.4	-2.7	-5.1	26.7	-6.8
PTAP TSG101 blk	-2.1%	-1.1%	-1.1%	-4.9%	-10.8%	-3.5%
S-ASM inh	-10.4%	4.6%	-4.0%	-2.6%	-5.0%	-1.3%
MBNL1 CUG block	-22.6%	-8.0%	9.4%	-2.3%	6.7%	0.4%

7	C=CCNc1nc(N(c2ccccc2)c2ccccc2)nc(-n2ccnc2)n1
8	Cc1ccc(NC(=O)COc2cccc3ccccc23)c(O)c1
9	O=C(COC(=O)[C@H](Cc1ccccc1)NC(=O)c1cccs1)Nc1cc(F)ccc1F
10	Cc1cc(C)c(S(=O)(=O)N2CCC(C(N)=O)CC2)cc1C
11	OC(CN1CCN(c2ccccc2)CC1)c1ccc2c(c1)CCN2 (configuration not stated)
12	CCN(c1ccc(NC(=O)COC(=O)/C=C/c2ccco2)cc1)C(C)C

assay / entry	7	8	9	10	11	12
Menin-MLL TR inh	-25.5%	.	1.2%	5.4%	-11.1%	.
A-T KAP1 phos	0.7%	10.3%	-8.6%	.	?	-1.8%
TCR act	-3.5%	-2.0%	-3.8%[46.1 µM]	2.5%	-6.6%[46.1 µM]	1.8%
MLL CXXC-DNA inh	5.1%	.	19.3%	-6.8%	-1.1%	.
Mito fusion act	-11.1%	3.8%	-2.5%	-0.4%	2.7%	.
a7 integrin act	-25.8%	?	2.7%	-7.3%	-10.6%	-34.8%
TSHR antag	-3.9	-1.7	-0.3	-2.5	37.3	.
PTAP TSG101 blk	-5.9%	-1.4%	2.3%	-7.8%	0.0%	-0.1%
S-ASM inh	1.8%	-0.2%	-11.2%	6.7%	5.6%	-0.5%
MBNL1 CUG block	-6.8%	.	5.4%	-4.5%	-5.2%	.

A few values from the entries so far:
For TCR act, compound 11 shows -6.6%[46.1 µM]
For a7 integrin act, compound 9 shows 2.7%

As a working copy, seven of the compounds above:
6	C=CCNC(=O)CSc1nc2ccccc2c(=O)n1CCc1ccc(OC)c(OC)c1
7	C=CCNc1nc(N(c2ccccc2)c2ccccc2)nc(-n2ccnc2)n1
8	Cc1ccc(NC(=O)COc2cccc3ccccc23)c(O)c1
9	O=C(COC(=O)[C@H](Cc1ccccc1)NC(=O)c1cccs1)Nc1cc(F)ccc1F
10	Cc1cc(C)c(S(=O)(=O)N2CCC(C(N)=O)CC2)cc1C
11	OC(CN1CCN(c2ccccc2)CC1)c1ccc2c(c1)CCN2 (configuration not stated)
12	CCN(c1ccc(NC(=O)COC(=O)/C=C/c2ccco2)cc1)C(C)C

assay / entry	6	7	8	9	10	11	12
Menin-MLL TR inh	?	-25.5%	.	1.2%	5.4%	-11.1%	.
A-T KAP1 phos	2.6%	0.7%	10.3%	-8.6%	.	?	-1.8%
TCR act	5.4%	-3.5%	-2.0%	-3.8%[46.1 µM]	2.5%	-6.6%[46.1 µM]	1.8%
MLL CXXC-DNA inh	-0.2%	5.1%	.	19.3%	-6.8%	-1.1%	.
Mito fusion act	-1.8%	-11.1%	3.8%	-2.5%	-0.4%	2.7%	.
a7 integrin act	-1.4%	-25.8%	?	2.7%	-7.3%	-10.6%	-34.8%
TSHR antag	-6.8	-3.9	-1.7	-0.3	-2.5	37.3	.
PTAP TSG101 blk	-3.5%	-5.9%	-1.4%	2.3%	-7.8%	0.0%	-0.1%
S-ASM inh	-1.3%	1.8%	-0.2%	-11.2%	6.7%	5.6%	-0.5%
MBNL1 CUG block	0.4%	-6.8%	.	5.4%	-4.5%	-5.2%	.

Further compounds follow.
13	Cc1ccc(C(C)C)cc1OCC(=O)Nc1ccc(N2CCCCC2)cc1
14	C=CC[n+]1c(-c2ccc(C)cc2)csc1NNC(=O)Nc1ccccc1
15	NS(=O)(=O)c1ccc(CCNC(=O)CN2CCN(c3ccccc3F)CC2)cc1
16	CNS(=O)(=O)c1cc(S(=O)(=O)NC)c2cccc3c2c1NC3=O
17	C=C(C)CSc1nc2ncc(Cl)cc2[nH]1
18	COCCn1c(CN2CCN(C(c3ccccc3)c3ccccc3)CC2)nc2c1c(=O)n(C)c(=O)n2C

assay / entry	13	14	15	16	17	18
Menin-MLL TR inh	.	?	0.5%	-2.5%	5.6%	?
A-T KAP1 phos	3.5%	-8.5%	7.9%	-11.3%	-0.8%	4.5%
TCR act	-2.7%	-19.3%	0.0%[46.1 µM]	.	1.1%	0.7%
MLL CXXC-DNA inh	.	-1.7%	2.4%	2.9%	4.8%	-10.3%
Mito fusion act	1.4%	-4.1%	-8.1%	0.7%	3.6%	-3.3%
a7 integrin act	1.3%	-42.4%	1.9%	-18.0%	25.6%	-18.8%
TSHR antag	-16.9	-9.7	3.3	8.7	-4.9	3.6
PTAP TSG101 blk	-10.6%	-5.1%	-2.3%	-7.4%	-2.9%	-5.3%
S-ASM inh	.	-11.9%	1.8%	82.5%[activator]	5.9%	-2.3%
MBNL1 CUG block	.	-3.5%	.	?	0.7%	-1.4%

From PubChem
